Bioassay records from PubChem BioAssay.
HTT aggregate – mutant huntingtin aggregation inhibition | Potency, µM (doses to about 46.1 µM), for inactives: top-dose activity change, negative = inhibition, most hits filed as inhibitors | hit rate 1.1% among 220,000 | AID 1688 | PC12 HttQ103-GFP aggregates, Acumen cytometry, 40 h; also: % is scaled to controls: 0 for no effect and ±100 for the full control effect; nearly all actives have a fitted effect of over 60% in size
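PC12 cells stably carrying ecdysone-inducible HTT exon 1 Q103–GFP were induced with tebufenozide (100 nM final) and treated with library compounds in titration. GFP aggregates in lysates were counted by laser scanning cytometry.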
Tau fibril ThT – inhibitors of human tau fibril formation, thioflavin T binding; Potency, µM (top dose mostly 57.4 µM), for the others: top-dose activity, negative = inhibition, actives largely listed as inhibitors; AID 1460; P10636; hit rate 2.1% among 270,000; recombinant tau K18 P301L, heparin-induced fibrillization, ThT fluorescence; also: % is scaled to controls: 0 for no effect and ±100 for the full control effect; nearly all actives have a fitted effect of over 55% in size
Target sequence (P10636 561-689 P618L limits assumed): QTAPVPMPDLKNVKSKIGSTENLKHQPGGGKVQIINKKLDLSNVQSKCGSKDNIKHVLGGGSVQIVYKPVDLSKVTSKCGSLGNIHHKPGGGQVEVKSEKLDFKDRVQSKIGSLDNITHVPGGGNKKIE
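K18 P301L tau (15 uM + 0.24 uM Alexa 594-tagged), heparin 20 uM, NaOAc pH 7, 6 h 37 C; ThT 30 uM, 1 h RT, ex 450/em 510 nm.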
Tau FP inhib – inhibitors of human tau fibril formation | P10636 | K18 P301L tau heparin fibrillization, Alexa594 FP, 6 h | Potency, µM (highest dose often 57.7 µM), without a hit: at the highest dose activity, negative = inhibition, most hits filed as inhibitors | hit rate 0.39% among 280,000; also: % is scaled to controls: 0 for no effect and ±100 for the full control effect; nearly all actives have a fitted effect of over 55% in size
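Read-out: fluorescence polarization of Alexa 594-labeled tau (0.24 uM), 555 nm excitation, 632 nm emission. Mixtures held 15 uM unlabeled K18 P301L, compound and 20 uM heparin, pH 7 acetate buffer, incubated 6 hr at 37 C.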
SMN2 splice enh – increases expression of the SMN2 splice variant. hit rate 2.8% among 210,000. Potency, µM (highest dose often 46.1 µM), for the others: top-dose activity change, positive = activation, usual class: activators. HEK293 SMN2-luciferase splicing reporter, luminescence, 30-36 h; also: % of control where 0% means no effect; nearly all actives have a fitted effect of over 55% in size
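HEK293 cells carry an SMN2 minigene-luciferase reporter in which exon 7 inclusion puts luciferase in frame. Cells were seeded at 2000 cells/well, attached for 10-12 hours, then exposed to compounds for 30-36 hours at 37C before ONE-Glo luminescence.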
Tau fluor counter – counter-screen for tau fibril formation inhibitors; Potency, µM (top dose mostly 57.7 µM), for the others: at the top dose activity change, negative = decrease; tau K18 P301L (four-repeat tau fragment) Alexa594 fluorescence, heparin fibrillization; hit rate 0.93% among 280,000; also: % is scaled to controls: 0 for no effect and ±100 for the full control effect; nearly all actives have a fitted effect of over 55% in size
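Human K18 P301L tau (15 uM unlabeled plus 0.24 uM Alexa 594-labeled, final) in 100 mM sodium acetate pH 7 was mixed with compound and 20 uM heparin and incubated 6 hr at 37 C.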
HTT cytoprotect – cytoprotection in Huntington HTT-Q103 PC12 cell model. PC12 HTT-Q103 induced, cytoprotection, ATP luminescence, 40 h. Potency, µM (series often up to 56.4 µM), for inactives: cytoprotection (ATP increase), usual class: activators. hit rate 0.14% among 230,000;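 also: % of control where 0% means no effect; nearly all actives have a fitted effect of over 45% in size; toxic huntingtin expression switched on by the ecdysone agonist tebufenozide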
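Compounds added alongside 100 nM tebufenozide, which induces toxic Q103 huntingtin exon 1-GFP in stable PC12 cells; surviving cells quantified by luminescent ATP measurement. Medium: phenol red-free DMEM, 5% equine and 5% calf serum.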
KDM4E inh – blocks human JMJD2E demethylase activity; hit rate 1.6% among 230,000; AID 2147; Potency, µM (highest dose often 57.1 µM), without a hit: top-dose activity change, negative = inhibition, usual class: inhibitors; JMJD2E catalytic domain, FDH-coupled NADH fluorescence (FDH is formaldehyde dehydrogenase); B2RXH2; active = well fitted inhibition curve with a large enough effect, not every such curve was filed as active; inconclusive = small, poorly fitted or top-dose-only effect, or another doubt; inactive = no such curve, though single readings can be large or run the other way;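 also: 0% = wells with enzyme and -100% = buffer wells without enzyme; nearly all actives have a fitted effect of over 50% in size; many of its hits are not listed in these tables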
Target sequence (B2RXH2 1-337 limits assumed): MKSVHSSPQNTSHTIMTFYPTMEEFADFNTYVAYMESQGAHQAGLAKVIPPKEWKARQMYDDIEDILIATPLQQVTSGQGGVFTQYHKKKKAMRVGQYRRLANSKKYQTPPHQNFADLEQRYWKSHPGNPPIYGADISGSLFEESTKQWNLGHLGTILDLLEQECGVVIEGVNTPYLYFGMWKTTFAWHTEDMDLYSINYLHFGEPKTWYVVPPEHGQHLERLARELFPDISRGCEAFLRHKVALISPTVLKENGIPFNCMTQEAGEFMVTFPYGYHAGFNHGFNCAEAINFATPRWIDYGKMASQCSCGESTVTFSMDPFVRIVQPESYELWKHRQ
ALDH1A1 inh – ALDH1A1 (human) enzyme inhibition. P00352. hit rate 7.3% among 220,000. Purified ALDH1A1, NADH fluorescence, propionaldehyde substrate. Potency, µM (doses to about 75.3 µM), without a hit: top-dose activity, negative = inhibition, hits mostly inhibitors; active = well fitted inhibition curve with a large enough effect, not every such curve was filed as active; inconclusive = small, poorly fitted or top-dose-only effect, or another doubt; inactive = no such curve, though single readings can be large or run the other way;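 also: plate controls were no enzyme wells and a reference inhibitor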
Target sequence (P00352 whole entry, looked up): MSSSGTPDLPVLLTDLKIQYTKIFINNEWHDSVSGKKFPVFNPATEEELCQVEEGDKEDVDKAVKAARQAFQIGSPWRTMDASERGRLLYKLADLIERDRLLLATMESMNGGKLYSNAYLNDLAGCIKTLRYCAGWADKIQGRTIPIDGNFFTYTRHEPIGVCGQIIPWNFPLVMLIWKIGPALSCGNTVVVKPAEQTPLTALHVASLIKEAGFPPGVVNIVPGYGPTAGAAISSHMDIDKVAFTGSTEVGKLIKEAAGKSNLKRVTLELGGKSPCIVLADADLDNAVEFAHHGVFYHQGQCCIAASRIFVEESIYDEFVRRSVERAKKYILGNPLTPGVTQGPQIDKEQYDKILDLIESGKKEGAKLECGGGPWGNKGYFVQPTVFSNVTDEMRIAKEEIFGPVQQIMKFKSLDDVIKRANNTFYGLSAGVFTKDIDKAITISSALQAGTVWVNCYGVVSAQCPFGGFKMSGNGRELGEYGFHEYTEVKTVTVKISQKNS
Active calls of the source: *; ? = inconclusive; . = no result given; [ ] = remark or other dose. Unless noted, calls follow the shape of the dose curve; as a rule, active = well fitted curve in the direction sought with a large enough effect; inconclusive = small, poorly fitted or top-dose-only effect, or another doubt; inactive = no such curve, though single readings can be large; an effect the other way counts as inactive or inconclusive. Potency is read from the fitted curve at half-maximal effect.

Value order – HTT aggregate	Tau fibril ThT	Tau FP inhib	SMN2 splice enh	Tau fluor counter	HTT cytoprotect	KDM4E inh	ALDH1A1 inh
1. Cc1ccc(CNC(=O)c2ccc3c(c2)N(Cc2ccccc2Cl)C(=O)CS3)cc1
→ .	-2%	-3%	3%	-13%	.	.	.
2. O=C1C=CC(=O)C2=C1C1c3ccccc3C2c2ccccc21
→ .	20µM*	35µM*	-1%	?	-125%[inhibitor]	14µM*	0.71µM*
3. COc1ccc(O)c(/C=N/Nc2nc3ccccc3[nH]2)c1
→ -4%[9.22 µM]	14µM*	7%	?	?	-57%[inhibitor]	-13%	5%
4. COc1ccccc1N1CCN(c2nc3ccccc3nc2C(C#N)C(=O)OC(C)C)CC1 (stereo unspecified)
→ -5%	?	8%	-12%	-18%	-16%[1.9 µM]	-6%	-4%
5. CCOC(=O)CC(=O)CSc1ncc(C(=O)OCC)c(N)n1
→ -23%	-5%	6%	-16%	-2%	22%[10 µM]	0%	22µM*
6. O=C(NCCCCCCNC(=O)c1ccc(Br)s1)c1ccc(Br)s1
→ -19%	-11%	-2%	-23%	-17%	12%[10 µM]	?	1%
7. CCCCCn1c(=O)[nH]c2cc(C(=O)N3CCN(c4cccc(C(F)(F)F)c4)CC3)ccc2c1=O
→ .	-8%	-11%	-7%	-19%	.	.	.
8. O=C(C1=C(O)C(=O)N(c2ncccn2)C1c1ccc(Cl)c(Cl)c1)c1ccco1 (stereo unspecified)
→ 13%	18µM*	?	-7%	?	4%	?	7.9µM*
9. CO/N=C(/CS(=O)(=O)Cc1ccccc1Cl)c1ccc(Cl)cc1Cl
→ -22%	-16%	-2%	-12%	-28%	5%[10 µM]	-3%	0%
10. COc1ccc(N2CCN(C(=O)CN3CCN(c4nc(-c5ccc(F)cc5)cs4)CC3)CC2)cc1
→ -10%[9.22 µM]	?	8%	.	?	15%[10 µM]	-19%	-15%
11. Cc1ccc(C(=O)OCc2nc(N)nc(Nc3ccccc3C)n2)cc1
→ 0%	-8%	5%	-28%	-21%	1%[10 µM]	-2%	-5%
12. COc1cccc([C@@H]2Oc3ccc(Br)cc3C(=O)[C@H]2OC(=O)Nc2ccc(C)c(Br)c2)c1
→ .	?	2%	-4%	-10%	?	5%	12%
13. COc1ccc(S(=O)(=O)n2nc(OC(=O)c3ccccc3)cc2N)cc1
→ 17%	?	-10%	5%	-28%	12%	-3%	?
14. Cc1ccc2nc3c(c(C(=O)OCC(=O)NC4CCS(=O)(=O)C4)c2c1)CCCC3 (stereo unspecified)
→ -12%	-7%	0%	21%	-2%	-27%	?	?
15. Cc1ccccc1OCc1nc2ccccc2n1Cc1ccccc1Cl
→ .	?	-2%	-27%	-11%	.	.	.
16. OC1(CN2CCOCC2)C2CN3CCN(C2)CC1(c1ccccc1)C3 (stereo unspecified)
→ 0%	0%	7%	-4%	8%	37%[10 µM]	1%	5%
17. Cc1cc(NCCOCCO)n2ncc(-c3ccc(Cl)cc3)c2n1
→ -11%	?	6%	10µM*	?	-78%[inhibitor][0.074 µM]	?	?
18. COc1ccc(-c2c(C)n([O-])c(C)c(C)[n+]2=O)cc1
→ 9%	-10%	4%	-9%	-9%	-10%	1%	3%
19. CCN1CCN(c2ccc(NC(=O)c3cccc(F)c3)cc2Cl)CC1
→ 16%[9.22 µM]	-10%	-2%	.	-14%	19%[10 µM]	-3%	3%
20. Cc1ccccc1C(=O)NC1CCN(C(=O)N(c2ccccc2)c2ccccc2)CC1
→ 1%	-6%	6%	-15%	-2%	2%	-5%	?
21. Cc1ccc(C(=O)Nn2c(O)c(C=C3N=c4ccccc4=N3)sc2=S)cc1
→ 3%	?	-14%	29%	?	-24%	-4%	-6%
22. O=C(CCCN1C(=O)c2cccc3cccc(c23)C1=O)N1CCN(c2ccc(F)cc2)CC1
→ 14%[9.22 µM]	?	1%	.	-18%	6%[10 µM]	-1%	?
23. COc1ccc(/C=N/n2cnc3c([nH]c4ccccc43)c2=O)cc1COc1ccccn1
→ -10%	-15%	?	-27%	-19%	-20%	?	-4%
24. CCOc1ccc(CN(C)CC(=O)NCc2ccccc2Cl)cc1
→ ?	-1%	3%	-37%[inhibitor]	-3%	-7%[10 µM]	2%	-84%
25. NC(=O)c1ccc(NC(=O)COC(=O)/C=C/c2cccs2)cc1
→ 13%	-5%	-12%	-1%	0%	-19%	-7%	2%
26. CC(C)Oc1cccc(C(=O)Nc2ccc(N3CCN(S(C)(=O)=O)CC3)cc2)c1
→ ?	-11%	-7%	7%	-3%	-23%	-2%	6%
27. Cn1c(=O)[nH]c(=O)c2c1nc(N1CCC(Cc3ccccc3)CC1)n2Cc1ccccc1
→ ?	-24%	-4%	1%	-4%	-7%	-22%	10µM*
28. CCc1ccc(-c2cc(C(=O)N/N=C/c3ccccn3)[nH]n2)cc1
→ -15%	?	-13%	-33%[inhibitor]	-21%	-55%[inhibitor]	-9%	9%
29. Cc1ccc(C(=O)N2CCC3(CC2)Oc2ccc(F)cc2C(=O)C32CC(c3ccccc3)=NO2)s1 (stereo unspecified)
→ 19%[9.22 µM]	2%	-2%	.	4%	-3%[10 µM]	4%	.
30. O=C(CC(NC(=O)C(F)(F)F)c1ccccc1)Nc1nnc(CCc2ccccc2)s1 (stereo unspecified)
→ 9%	-4%	-1%	15%	-4%	-10%[10 µM]	-8%	17%

Fetched one by one from above:
Value order – HTT aggregate	Tau fibril ThT	Tau FP inhib	SMN2 splice enh	Tau fluor counter	HTT cytoprotect	KDM4E inh	ALDH1A1 inh
9. CO/N=C(/CS(=O)(=O)Cc1ccccc1Cl)c1ccc(Cl)cc1Cl
→ -22%	-16%	-2%	-12%	-28%	5%[10 µM]	-3%	0%
24. CCOc1ccc(CN(C)CC(=O)NCc2ccccc2Cl)cc1
→ ?	-1%	3%	-37%[inhibitor]	-3%	-7%[10 µM]	2%	-84%

More structures follow:
Value order – HTT aggregate	Tau fibril ThT	Tau FP inhib	SMN2 splice enh	Tau fluor counter	HTT cytoprotect	KDM4E inh	ALDH1A1 inh
31. O=C(O)CNC(=O)c1ccc(OC(F)F)cc1
→ 6%	10%	-2%	-10%	4%	-10%	9%	6%
32. Cc1ccccc1C(=O)NN1C(=O)CSC1=S
→ 3%	?	1%	-8%[1.84 µM]	-8%	13%[10 µM]	-9%	5%
33. CC(=O)N1c2ccc3ccccc3c2C(C)CC12CCCCC2 (stereo unspecified)
→ ?	-14%	-3%	9%	-11%	0%[10 µM]	8%	21%
34. Cc1ccc(CNC(=O)C2(C)Oc3ccccc3NC2=O)cc1 (stereo unspecified)
→ -1%	-6%	-6%	-15%	-8%	13%	-1%	0%
35. COc1ccc(NC(=S)N/N=C/c2cccn2Cc2ccc(F)cc2)cc1
→ -11%	-9%	6%	-1%	?	-11%	-20%	40µM*
36. C=CCNC(=O)c1onc(CSc2cccc(Cl)c2)c1C(=O)O
→ 13%	-4%	9%	27%	0%	-2%	7%	2%
37. C=CCNC(=O)c1scc2c1CCCC2
→ 6%	2%	3%	-8%	7%	0%	-1%	0%
38. CCn1c(=O)n(CC(=O)Nc2ccc(F)cc2)c(=O)c2ccccc21
→ -13%	-4%	-13%	-7%	-7%	-7%	?	3%
39. COc1ccccc1Oc1ccc(-c2cnc3ccccc3n2)cc1[N+](=O)[O-]
→ ?	?	-10%	-44%[inhibitor]	?	3%[10 µM]	6%	?
40. CN(c1ccccc1)S(=O)(=O)c1cccc(C(=O)OCC(=O)NCc2ccc3c(c2)OCO3)c1
→ 24%	-7%	2%	-2%	-26%	3%[1.9 µM]	14%	-7%
41. COc1ccc(N2CCN(C(c3nnnn3C3CCCC3)C(C)C)CC2)cc1 (stereo unspecified)
→ -5%[9.22 µM]	-13%	5%	-17%	-6%	-12%[10 µM]	?	4%
42. Cc1cc2n(c(=O)c1C#N)CCCN2c1ccccc1
→ -12%	-1%	-9%	-3%	1%	5%[1.9 µM]	?	4%
43. COc1cccc(C2=NOC(C(=O)Nc3cc(C)on3)C2)c1 (stereo unspecified)
→ -5%[9.22 µM]	.	9%	.	-9%	-16%[10 µM]	?	.
44. C[N+]1(CCC(=O)c2ccccc2)CCCCC1
→ 14%	-12%	5%	-8%	-9%	.	-7%	1.3µM*

In another format: results already given
26	CC(C)Oc1cccc(C(=O)Nc2ccc(N3CCN(S(C)(=O)=O)CC3)cc2)c1
  HTT aggregate = ? | Tau fibril ThT = -11% | Tau FP inhib = -7% | SMN2 splice enh = 7% | Tau fluor counter = -3% | HTT cytoprotect = -23% | KDM4E inh = -2% | ALDH1A1 inh = 6%

27	Cn1c(=O)[nH]c(=O)c2c1nc(N1CCC(Cc3ccccc3)CC1)n2Cc1ccccc1
  HTT aggregate = ? | Tau fibril ThT = -24% | Tau FP inhib = -4% | SMN2 splice enh = 1% | Tau fluor counter = -4% | HTT cytoprotect = -7% | KDM4E inh = -22% | ALDH1A1 inh = 10µM*

28	CCc1ccc(-c2cc(C(=O)N/N=C/c3ccccn3)[nH]n2)cc1
  HTT aggregate = -15% | Tau fibril ThT = ? | Tau FP inhib = -13% | SMN2 splice enh = -33%[inhibitor] | Tau fluor counter = -21% | HTT cytoprotect = -55%[inhibitor] | KDM4E inh = -9% | ALDH1A1 inh = 9%

29	Cc1ccc(C(=O)N2CCC3(CC2)Oc2ccc(F)cc2C(=O)C32CC(c3ccccc3)=NO2)s1 (stereo unspecified)
  HTT aggregate = 19%[9.22 µM] | Tau fibril ThT = 2% | Tau FP inhib = -2% | SMN2 splice enh = . | Tau fluor counter = 4% | HTT cytoprotect = -3%[10 µM] | KDM4E inh = 4% | ALDH1A1 inh = .

Some of the compounds tested; rates above refer to the full screens.
